Bioassay records: PubChem, Broad Institute
GSIS activator – GLuc luminescence reporter in INS-1E cells, primary screen for activators of glucose-dependent secretion of insulin; INS-1E GLuc reporter insulin secretion, 2-3 h; activation, % at 16.6 µM; hit rate 0.61% among 370,000;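 active = lowest replicate activation of at least 40%, so every replicate reaches that level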;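 note: 0% = median of neutral control wells and 100% = median of IBMX positive control wells; some compounds called inactive have numbers as strong as hits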
FN deposition inh – fibronectin deposition inhibition; inhibition, % at 12.6 µM; hit rate 0.086% among 350,000; AID 743247; AH1F fibroblasts, Alexa488-fibronectin deposition fluorescence, overnight;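 active = mean inhibition across replicates of 30% or more, regardless of how many single replicates reach that level; inconclusive = mean under 30% yet at least half of replicates reach 30%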;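 note: positive control wells lacked labelled fibronectin entirely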
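Material: AH1F fibroblasts assembling fluorescent fibronectin matrix; amount: 10000 AH1F cells/well; medium: DMEM, 2% serum; reagent: Alexa488-fibronectin, 24 nM final in well; dosing: single compound dose, delivered by pin transfer; incubation: 1 h adhesion, overnight exposure; detection: fluorescence after three HBSS washes, excitation 485 nm, emission 525 nm; measure: fibronectin deposition inhibition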
PglD inh – blocks C. jejuni PglD acetyltransferase activity; purified PglD enzyme, DTNB colorimetric CoA detection; hit rate 0.098% among 360,000; inhibition, % at 12.5 µM; in the data active = inhibition above about 16%, passing the limit was not always enough; inconclusive = no clear call, values can overlap the other calls; note: strong numbers were not always called active
Statin myotox sup – suppression of simvastatin myotoxicity | rescue of ATP level, % at 7.49 µM | C2C12 myotubes + simvastatin, ATP luminescence, 48 h; scaled: DMSO 0, geranylgeraniol control 100 | AID 602340 | hit rate 0.78% among 330,000;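 active = mean ATP rescue above about 67%, or every replicate alone reaching that limit, limit read from the data, passing the limit was not always enough; inconclusive = no clear call, values can overlap the other calls; inactive = mean under the limit and some replicate under it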;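 note: myotubes were challenged with 10 µM simvastatin during compound exposure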
CFTR F508del cor – CFTR F508del correction in bronchial cells; CFBE cells, YFP halide quenching; stimulated with forskolin plus potentiator P3; % fluorescence drop versus neutral controls; activity (quench increase), % at 7.58 µM; hit rate 0.36% among 350,000;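 active = mean added fluorescence quench of at least 8% versus neutral control, with both replicates also reaching 8%; inconclusive = only one of the mean or replicate conditions met; inactive = mean below 8% and not both replicates reaching 8%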;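 note: cells transiently co-express mutant CFTR-F508del with the halide-sensitive YFP; corrector assay measuring rescue of mutant channel to the surface after 24 h compound exposure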
Cneo AK release – Cryptococcus neoformans lysis via adenylate kinase release; C. neoformans lysis, adenylate kinase release luminescence, 4 h; normalised: neutral wells 0, clomiphene wells 100; lysis activity, % at 15 µM; hit rate 0.2% among 360,000; AID 651654;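 active = mean lysis activity across replicates of at least 80%, whatever share of replicates individually reach that level; inactive = mean lysis activity below 80%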
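Assay system: Cryptococcus neoformans yeast cells / Dosing: single-point compound dose / Timing: 4 h at 37 °C static, read 1 h later / Measured by: luminescence of released adenylate kinase using an AK detection reagent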
PGC1a acetyl inh – PGC1a acetylation modulation, inhibitor mode; U2OS PGC1a acetylation, AlphaScreen anti-acetyl-lysine; with virally co-expressed GCN5 acetyltransferase; inhibition, % at 15.6 µM; hit rate 0.17% among 350,000;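 active = every replicate shows inhibition of at least 40%; inconclusive = mean inhibition at least 40% but some replicate below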;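 note: 0% = neutral control wells and 100% = positive control wells; some results beyond the cut were filed as inactive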
miR-122 sensor – inhibitors of miR-122 in Huh7 cells; Huh7 miR-122 Renilla luciferase sensor, 48 h; neutral wells = 0, positive control = 100; activation (reporter increase), % at 12.5 µM; hit rate 0.3% among 340,000;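 active = mean replicate activation score at least 90 and every replicate individually at or above 90; inconclusive = only one of the two criteria met; inactive = neither criterion met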;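 note: higher luciferase means less miR-122 activity so hits act as miR-122 inhibitors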
* = called active by the depositor; ? = inconclusive; · = not tested or not shown; & = joins results of further samples; [ ] = dose if it differs, or a comment.

SMILES	GSIS activator	FN deposition inh	PglD inh	Statin myotox sup	CFTR F508del cor	Cneo AK release	PGC1a acetyl inh	miR-122 sensor
CC(C)Oc1ccccc1C1(c2ccccc2)NC(=O)NC1=O (stereo not drawn)	1	0	-3	0	-2.3	2	9	0
CCOC(=O)N1CCC(N2CCN(S(=O)(=O)CC)CC2)CC1	·	·	3	5	·	18	8	1
CO[C@H]1CN(C)C(=O)c2cc(NC(=O)Nc3cccc(F)c3)ccc2OC[C@@H](C)NC[C@H]1C	10&-5	-3&2	4	6	0.7	-6	-1	24[16.7 µM]
C[C@@H](NC(=O)C[C@@H]1C[C@H]2c3cc(NC(=O)CC4CC4)ccc3O[C@H]2[C@@H](CO)O1)c1ccccc1	-2	5	-3	15	4.5	45	1	-2[16.7 µM]
Cc1ccc(CNc2cnccn2)cc1	·	4	-1	-2	·	0	15	-3
COc1ccc([C@@H]2[C@@H]3C(=O)N(C(C)(C)C)C(=O)[C@@H]3[C@]3(C)C(=O)N(c4cccc(Br)c4)C(=O)N23)cc1	·	·	3	12	·	7	-24	1
CCc1ccc2c(COC(=O)CNS(=O)(=O)c3ccc(NC(C)=O)cc3)cc(=O)oc2c1	9	·	3	8	·	-2	0	-2
C[C@H]1CN([C@@H](C)CO)C(=O)c2cccc(NC(=O)C3CC3)c2O[C@@H]1CN(C)C	-4	·	-2	-26	-0.7	-2	8	-4[16.7 µM]
NC(Cc1ccccc1)c1csc(Nc2nccc(C(F)(F)F)n2)n1 (stereo not drawn)	·	-4	3	-20	3.6	0	·	-2
CN(C)/C=C(\C#N)C(=O)Nc1ccc(O)cc1F	25	6	·	·	-3.1	·	4	·
CNC(=O)C1Cc2c(-c3ccc(Cl)cc3)ccnc2O1 (stereo not drawn)	22	5	5	0	1.0	-2	·	-13
COc1ccc(NC(=O)CSC2CC(=O)N(c3ccc4c(c3)OCCO4)C2=O)cc1 (stereo not drawn)	·	0	4	18	·	-3	-55	3
O=C(NCc1cccc(Cl)c1)C1CCC(=O)N(CC2CCCCC2)C1 (stereo not drawn)	-15	3	-3	-6	-1.2	-5	-3	-1
Cn1nnnc1SC1CC(=O)N(c2ccccc2)C1=O (stereo not drawn)	32	3	·	·	-4.3	·	?	·
O=C(C1CCCC1)N1CC2(C1)[C@H](c1ccccc1)[C@@H](CO)N2Cc1nccs1	-15	12	·	·	0.3	·	-2	·
O=C(Nc1ccccc1C(F)(F)F)N1CCN(c2ccc3nnc(-c4ccc(F)cc4)n3n2)CC1	9	0	-4	·	·	3	8	1
CCOc1ccccc1C(=O)NCC(=O)OCC(=O)N1C(C)CCCC1C (stereo not drawn)	·	3	8	-10	·	-2	2	-3
Cc1ccc(SCC(=O)NC2CC2)cc1	7	-1	-6	10	-1.8	0	·	·
O=C(NCc1ccc2c(c1)OCO2)c1c(F)c(F)c(F)c(F)c1F	·	·	1	·	·	0	6	-12
CCC(C)NC(=O)C1(C)CCC(=O)N1Cc1ccccc1OC (stereo not drawn)	·	12	-3	13	·	-1	·	-1
O=c1cc(CN2CCN(Cc3ccccc3)CC2)c2cc(O)ccc2o1	9	-3	4	-3	0.5	4	6	-2
CCCC(=O)Nc1ccc2c(c1)C(=O)N(C)[C@@H]1CC[C@@H](CC(=O)NCC3CCCCC3)O[C@H]1CO2	5	-19	0	1	-3.1	-1	5	-1[16.7 µM]
CSc1ncnc2c1ncn2CCCNC1CCN(Cc2ccccc2)CC1	19	·	0	1	1.2	-2	·	-4
O=C(COC(=O)c1n[nH]c2ccccc12)Nc1ccccc1F	21	-5	2	6	-2.9	-2	-4	0
O=C(CN1CCCC1)OCCCc1ccccc1	0	-3	·	·	3.0	-3	-7	-4

Seven entries from above, in markdown.
| compound | GSIS activator | FN deposition inh | PglD inh | Statin myotox sup | CFTR F508del cor | Cneo AK release | PGC1a acetyl inh | miR-122 sensor |
| --- | --- | --- | --- | --- | --- | --- | --- | --- |
| CCCC(=O)Nc1ccc2c(c1)C(=O)N(C)[C@@H]1CC[C@@H](CC(=O)NCC3CCCCC3)O[C@H]1CO2 | 5 | -19 | 0 | 1 | -3.1 | -1 | 5 | -1[16.7 µM] |
| O=C(Nc1ccccc1C(F)(F)F)N1CCN(c2ccc3nnc(-c4ccc(F)cc4)n3n2)CC1 | 9 | 0 | -4 | · | · | 3 | 8 | 1 |
| CO[C@H]1CN(C)C(=O)c2cc(NC(=O)Nc3cccc(F)c3)ccc2OC[C@@H](C)NC[C@H]1C | 10&-5 | -3&2 | 4 | 6 | 0.7 | -6 | -1 | 24[16.7 µM] |
| COc1ccc(NC(=O)CSC2CC(=O)N(c3ccc4c(c3)OCCO4)C2=O)cc1 (stereo not drawn) | · | 0 | 4 | 18 | · | -3 | -55 | 3 |
| O=C(NCc1cccc(Cl)c1)C1CCC(=O)N(CC2CCCCC2)C1 (stereo not drawn) | -15 | 3 | -3 | -6 | -1.2 | -5 | -3 | -1 |
| Cc1ccc(SCC(=O)NC2CC2)cc1 | 7 | -1 | -6 | 10 | -1.8 | 0 | · | · |
| O=c1cc(CN2CCN(Cc3ccccc3)CC2)c2cc(O)ccc2o1 | 9 | -3 | 4 | -3 | 0.5 | 4 | 6 | -2 |

Some entries already given with just GSIS activator and Statin myotox sup:
structure | GSIS activator | Statin myotox sup
O=C(C1CCCC1)N1CC2(C1)[C@H](c1ccccc1)[C@@H](CO)N2Cc1nccs1 | -15 | ·
O=C(Nc1ccccc1C(F)(F)F)N1CCN(c2ccc3nnc(-c4ccc(F)cc4)n3n2)CC1 | 9 | ·

The results go on.
SMILES	GSIS activator	FN deposition inh	PglD inh	Statin myotox sup	CFTR F508del cor	Cneo AK release	PGC1a acetyl inh	miR-122 sensor
COc1ccc(CN(C(=O)c2oc3cc(C)ccc3c2C)C2CCS(=O)(=O)C2)cc1OC (stereo not drawn)	·	16	-1	2	-1.3	1	1	-2
O=C(Nc1cccnc1Cl)c1cc(-c2ccc(F)cc2)on1	11	13	-5	6	-1.8	-1	·	·
O=C(Nc1ccc(NC(=O)c2cccnc2Cl)cc1)c1cccc(Cl)c1	-3	7	·	-17	1.8	·	2	0
Cc1ccc(NC(=S)NNC(=S)Nc2ccc(C)cc2)cc1	·	-11	-5	-28	-0.5	4	-10	-3
COCCN(C(=O)COC(=O)Cc1coc2cc(C)ccc12)c1c(N)n(Cc2ccccc2)c(=O)[nH]c1=O	18	-7	0	11	3.2	1	·	18
COc1cc(C(CC(=O)N2CCOCC2)c2c(OC)cc(OC)c3ccc(=O)oc23)cc(OC)c1OC (stereo not drawn)	-2	1	1	13	2.8	0	5	0
CCN(CC)C(=O)C[n+]1cccc(C(N)=O)c1	22	3	4	-5	·	1	8	-1
O=C(c1cccnc1)C1CCCN(Cc2nc(Cc3ccccc3F)no2)C1 (stereo not drawn)	7	7	5	1	-0.1	-2	·	-18
O=CNc1cc(-c2ccccc2Oc2ccccc2)cn2c(-c3ccc(F)cc3)cnc12	3	-3	2	-14	-0.6	1	-13	1
COc1ccc(N(C(=O)c2cnccn2)C(C(=O)NC2CCCCC2)c2cc(OC)c(OC)c(OC)c2)cc1 (stereo not drawn)	14	3	·	-2	-2.8	·	·	-9
CC(NS(=O)(=O)c1ccc(Br)cc1F)[C@H](O)c1ccccc1 (stereo partly drawn)	-6	-3	2	-12	-1.6	0	-3	10
COc1ccc(C#Cc2cnc3c(c2)C(=O)N([C@H](C)CO)C[C@H](C)[C@@H](CN(C)C(=O)CC2CC2)O3)cc1	5	0	0	8	0.0	10	9	28[16.7 µM]
CCOc1ccccc1CN1CCNC(=O)C1CC(=O)NC1CCCCCC1 (stereo not drawn)	-19	-4	-5	-7	2.0	0	3	18
CC1=C(C)CC(C(=O)NCCc2ccc(F)cc2)C(C(=O)O)C1 (stereo not drawn)	-7	-8	5	-4	-4.1	2	14	4
Cc1c(Cl)cccc1NC(=S)N1CCCN(Cc2ccccc2F)C1	-10	-4	·	-1	-2.1	·	0	0
CC(C(=O)N1CCCC1)N1CCN(S(=O)(=O)c2ccc(C(C)(C)C)cc2)CC1 (stereo not drawn)	10	0	3	1	-1.0	6	4	-6
COC(=O)c1c(C)[nH]c(C(=O)CN2C(=O)C3CC=CCC3C2=O)c1C (stereo not drawn)	1	-3	2	-1	-2.5	-1	-2	-2
Cc1cccc(OCCCC(=O)Nc2ccc(S(=O)(=O)Nc3onc(C)c3C)cc2)c1C	·	·	0	-2	·	0	6	2
O=[N+]([O-])c1cccc(-c2nc(NCc3ccccc3)c3ccccc3n2)c1	-6	·	1	·	·	-1	·	13
CC(C)NC(=O)NC(=O)COC(=O)c1ccc(S(=O)(=O)Nc2ccccc2)cc1	-2	6	·	2	23*	·	·	-2
CCOC(=O)c1ccc(N2CCOCC2)c(NS(=O)(=O)c2ccc(F)cc2)c1	19	4	1	2	-1.6	1	-3	-3
Cc1c(NC(=O)C(C)OC(=O)c2cccc(S(=O)(=O)N(C)C)c2)c(=O)n(-c2ccccc2)n1C (stereo not drawn)	-6	6	3	-1	3.3	1	-5	-3
OCC1(Cc2cccc(F)c2)CCN(Cc2cccc3nccnc23)CC1	-2	7	0	1	-0.8	-1	·	-2
Cc1ccc(S(=O)(=O)N(C)C[C@@H]2OCc3ccccc3-c3ccccc3C(=O)N([C@@H](C)CO)C[C@@H]2C)cc1	-21	0	-2	·	-5.3	2	6	·
Cc1cccn2c(=O)c(/C=C(\C#N)C(=O)NCc3ccco3)c(N3CCC(C(N)=O)CC3)nc12	-5	4	-4	·	·	-9	9	-2
Cn1nc(-c2ccc(C(=O)NCC3CCCO3)cc2)c2ccccc2c1=O (stereo not drawn)	·	·	7	32	·	-2	-7	-1
O=C(NCCOC(=O)c1ccncc1)c1ccccc1	·	·	2	87*	·	2	-4	12
Oc1ccccc1/C=N/Nc1cc(N2CCCC2)nc(N2CCCC2)n1	22	-13	11	·	·	1	·	53
COc1ccc(/C=C/C(=O)NC(=S)Nc2ccc(C(=O)O)cc2)cc1	-4	-1	1	·	·	2	1	-6
C[C@@H]1CN([C@@H](C)CO)C(=O)CCCn2nncc2CO[C@H]1CN(C)S(=O)(=O)c1cccc(F)c1	1&4	8&-22	-2&-4&-2	3&-12&-1	-1.5&6.5&0.7	1&-2&33	-3&5&-1	4

Whole records as entered above.
Profile of O=C(CN1CCCC1)OCCCc1ccccc1 = GSIS activator = 0; FN deposition inh = -3; PglD inh = ·; Statin myotox sup = ·; CFTR F508del cor = 3.0; Cneo AK release = -3; PGC1a acetyl inh = -7; miR-122 sensor = -4
Profile of COC(=O)c1c(C)[nH]c(C(=O)CN2C(=O)C3CC=CCC3C2=O)c1C (stereo not drawn) = GSIS activator = 1; FN deposition inh = -3; PglD inh = 2; Statin myotox sup = -1; CFTR F508del cor = -2.5; Cneo AK release = -1; PGC1a acetyl inh = -2; miR-122 sensor = -2

Rows were taken by chance; overall some 2.1% were active at least once.
